# Bioassay records deposited in PubChem BioAssay by several laboratories.
# Wnt act – activates Wnt/beta-catenin signaling in a reporter cell assay. activator, plate reader. activation, % at 9.35 µM. 1.2% of 300,000 active. AID 743398; in the data active = activation above about 30%, passing the limit was not always enough;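 note: 0% = neutral control wells and 100% = positive control wells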
# phage Ecoli inh – E. coli growth loss with phage present. growth absorbance. inhibition, % at 11.9 µM. 0.26% of 360,000 active. AID 651602; in the data active = inhibition above about 11%
# Tat transport – E. coli Tat transport inhibition | E. coli MC4100 TorA-mCherry Tat export, fluorescence | inhibition, % at 10 µM | 0.036% of 340,000 active | AID 488895;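 active = mean replicate inhibition at least 50% and at least half of replicates individually reaching 50%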;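 note: exported cargo escapes ClpAP degradation while cytoplasmic cargo is degraded and loses fluorescence; 0% = median of neutral control wells and 100% = median of NaSCN control wells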
# PvdQ acylase – P. aeruginosa PvdQ acylase inhibition; inhibition, % at 10 µM; purified PvdQ acylase, fluorescence plate reader; AID 488965; 0.063% of 340,000 active; in the data active = inhibition above about 30%, passing the limit was not always enough;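 note: 0% = vehicle neutral wells and 100% = reference inhibitor wells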
# PfHsp90 yeast 2 – reduces growth (ATP signal) of yeast expressing P. falciparum Hsp90; inhibition, % at 9.4 µM; S. cerevisiae expressing PfHsp90, BacTiter-Glo ATP, 48 h; yeast lacking PDR1 and PDR3 efflux regulators; 0.32% of 310,000 active; AID 504621;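 active = every replicate shows inhibition above about 80%, whatever the replicate mean, limit read from the data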;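 note: 0% = DMSO neutral controls and 100% = 20 µM radicicol positive controls; yeast relying on Plasmodium falciparum Hsp90 in place of its own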
# AddAB inh – less growth of phage-infected E. coli with AddAB; E. coli expressing H. pylori AddAB, absorbance growth; inhibition, % at 11.9 µM; 0.29% of 330,000 active; in the data active = inhibition above about 12%;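 note: 0% = vehicle wells of infected cells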
# CAL PDZ FP – blocks peptide binding to human CAL PDZ domain; Q9HD26; purified CAL PDZ, TMR-peptide fluorescence polarization, 1 h; inhibition, % at 20 µM; 0.02% of 330,000 active; AID 504414;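 active = highest replicate inhibition of at least 40%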;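 note: plate controls were DMSO neutral control wells for no effect and unlabeled competitor peptide control wells for full effect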
#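 Control set: unlabelled peptide and DMSO controls / Material: purified CerCALP PDZ construct / Timing: 1 h incubation at room temperature before polarization reading / Doses: 20 µM, one dose / Detection: fluorescence polarization (mP)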
# Ecoli viability – bacterial growth inhibition, counter-screen for AddAB inhibitors; inhibition, % at 11.9 µM; 0.27% of 330,000 active; E. coli V3065 growth, OD600 absorbance, 18 h;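 active = inhibition above the campaign's mean inhibition across all tested compounds plus 3 SD, cut at about 9.9% in these data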;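 note: uninfected addAB+ strain grown without phage in ampicillin broth; 0% = DMSO wells and 100% = ciprofloxacin 0.95 µg/ml wells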
# Rtt109 HAT inh – blocks Candida albicans Rtt109/Vps75 acetyltransferase activity; Q5AAJ8; purified Rtt109/Vps75, ThioGlo CoA-SH fluorescence, 4 h; inhibition, % at 34.9 µM; 0.16% of 330,000 active; AID 540336;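 active = inhibition of at least 50% in every replicate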
# Target sequence (Q5AAJ8 whole entry, looked up): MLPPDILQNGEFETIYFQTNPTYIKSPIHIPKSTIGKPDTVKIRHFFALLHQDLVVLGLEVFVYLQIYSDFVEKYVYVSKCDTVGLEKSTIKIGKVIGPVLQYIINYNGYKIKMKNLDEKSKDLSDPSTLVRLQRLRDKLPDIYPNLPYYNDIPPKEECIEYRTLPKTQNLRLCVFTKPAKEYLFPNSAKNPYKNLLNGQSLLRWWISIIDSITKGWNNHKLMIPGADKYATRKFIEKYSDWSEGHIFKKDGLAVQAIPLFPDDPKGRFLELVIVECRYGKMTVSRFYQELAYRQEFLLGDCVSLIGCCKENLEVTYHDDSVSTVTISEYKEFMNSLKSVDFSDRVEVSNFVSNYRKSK
# DAGLB inhibitor – diacylglycerol lipase beta (human) inhibition. Q8NCG7. HEK293T DAGLB membrane lysate, EnzChek fluorogenic substrate. inhibition, % at 5.17 µM. 0.059% of 340,000 active; in the data active = inhibition above about 34%;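 note: 0% = enzyme with vehicle and 100% = wells lacking enzyme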
# Target sequence (Q8NCG7 whole entry, looked up): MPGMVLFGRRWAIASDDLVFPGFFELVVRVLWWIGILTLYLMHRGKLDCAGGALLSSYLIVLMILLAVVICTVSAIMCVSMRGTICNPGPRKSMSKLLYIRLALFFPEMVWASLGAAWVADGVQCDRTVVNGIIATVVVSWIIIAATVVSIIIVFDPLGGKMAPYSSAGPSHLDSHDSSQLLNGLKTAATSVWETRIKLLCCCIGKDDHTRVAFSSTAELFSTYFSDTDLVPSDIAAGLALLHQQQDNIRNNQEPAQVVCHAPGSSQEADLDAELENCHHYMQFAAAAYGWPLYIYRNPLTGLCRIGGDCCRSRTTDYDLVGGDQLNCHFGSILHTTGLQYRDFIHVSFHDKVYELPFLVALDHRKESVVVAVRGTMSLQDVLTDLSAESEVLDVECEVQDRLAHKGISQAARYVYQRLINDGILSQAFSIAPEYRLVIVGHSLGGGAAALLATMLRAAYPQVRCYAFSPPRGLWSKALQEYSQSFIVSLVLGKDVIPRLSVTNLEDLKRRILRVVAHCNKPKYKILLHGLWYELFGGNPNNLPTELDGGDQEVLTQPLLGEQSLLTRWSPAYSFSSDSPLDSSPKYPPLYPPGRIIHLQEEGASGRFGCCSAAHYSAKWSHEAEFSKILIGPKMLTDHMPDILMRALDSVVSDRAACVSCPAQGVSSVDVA
# Active calls of the source: *; . = no result given; & = joins results of further samples.
SMILES,Wnt act,phage Ecoli inh,Tat transport,PvdQ acylase,PfHsp90 yeast 2,AddAB inh,CAL PDZ FP,Ecoli viability,Rtt109 HAT inh,DAGLB inhibitor
O=C(CN(C(=O)c1csnn1)c1ccc(Br)cc1)NC1CCCCC1,7,-0.9,-5,9,1,3.5,-2.8,2.3,5,0
O=C(Nc1ccc(F)cc1)C(c1ccccc1)N1CCN(CC(=O)N2CCOCC2)CC1 (stereo not drawn),24,-2.1,2,11,8,-2.1,0.9,-0.3,1,0
Cc1cc(C)nc(NCC(O)CNc2ccccc2Cl)n1 (stereo not drawn),.,3.7,-1,0,.,1.3,0.2,0.0,11,-1
CCC1CCc2sc(C(=O)NNC(=O)c3ccncc3)cc2C1 (stereo not drawn),-4,-0.1,2,-3,-3,-1.2,-2.2,-1.2,-3,2
CN(C)c1ccc(/C=C(\C#N)c2ccccn2)cc1,.,1.2,7,-7,20,2.0,0.3,-0.2,3,-6
Cc1ccc(S(=O)(=O)Nc2nc(C)cc(NN)n2)cc1,-1,-2.5,-13,-6,6,-0.3,-3.0,-2.1,2,2
CCC(CC)C(=O)N1CCN(Cc2nc3ccccc3c(=O)[nH]2)CC1,-1,2.9,-7,-6,-4,2.0,0.5,-2.2,1,0
COc1cccc(Nc2nc3ccc(OC)cc3s2)c1,2,1.7,7,-13,-47,0.0,1.1,0.9,5,-2
Cc1nc([N+](=O)[O-])cn1C(C)C,-1,2.9,2,-10,2,0.5,-0.3,1.0,-9,-8
O=C(CSc1nc(-c2ccccc2)cc(C(F)(F)F)n1)NCc1cccs1,-8,0.8,-2,-7,-19,-0.2,-1.3,-2.0,2,-3
Cc1ccc2sc(-c3ccc(NC(=O)c4cc(-n5cnnc5)ccc4Cl)cc3)nc2c1,.,3.1,2,-7,-24,-1.1,-3.1,-2.6,-8,1
NNC(=O)c1ccc(COCC(F)(F)F)cc1,-1,-0.7,-15,-7,15,0.6,-1.5,1.7,-12,-8
Cc1ccc(SCC(=O)NCc2ccccc2)cc1,4,3.8,-9,-2,4,-0.8,-1.5,-1.9,1,-5
CCOC(=O)c1cc2c(=O)c3cc(C)ccc3oc2nc1C,.,.,-8,-1,4,-0.7,-2.2,1.4,8,-4
CC(=O)c1ccc(S(=O)(=O)Oc2ccc(C(=O)O)cc2Cl)cc1,-2,1.2,3,-15,-4,-0.2,-3.1,-0.7,-2,2
Cc1ccc(NC(=O)[C@@H]2CCCN2C(=O)c2cccs2)cc1S(=O)(=O)N1CCCCC1,-1,0.6,0,-16,-22,0.9,0.1,0.9,13,-1
O=C(O)c1ccccc1NS(=O)(=O)c1cccc2cccnc12,.,1.7,3,-20,0,4.4,-2.0,0.6,-2,0
CCC(C)NC(=O)C1(N2C(=O)c3ccccc3C2=O)CCCC1 (stereo not drawn),-4,2.1,-2,-11,-5,.,0.0,.,-9,1
COCCn1c(C)cc(C(=O)COC(=O)CCN2C(=O)c3ccccc3C2=O)c1C,8,1.7,12,12,-19,3.3,-0.2,-0.9,-2,-3
COc1cc(OC)c(/C=N/N2CCN(c3ccccc3OC)CC2)c(OC)c1,1,1.3,-5,-15,1,1.0,-0.7,-0.3,-8,-2
C=CCNC(=S)Nc1c(N)n(C)c(=O)n(C)c1=O,1,0.1,0,3,22,1.4,-0.8,3.1,-9,-2
CC(C)CCNC(=O)CN(Cc1ccco1)C(=O)c1snc(C(N)=O)c1N,-1,1.5,2,6,0,-0.3,-2.2,-1.6,4,-3
CCC(C(=O)NC1CC(C)(C)NC(C)(C)C1)c1ccccc1 (stereo not drawn),-1,2.2,-1,-10,5,2.1,4.0,0.5,-3,-2
Cn1cc(/C=N/n2cnc3scc(-c4ccccc4)c3c2=O)c2ccccc21,-1,0.5,3,-10,-5,1.0,-0.7,-5.0,4,-7
CCc1c(C)nc(N)nc1OCC(F)(F)C(F)F,.,-0.8,-3,-10,-12,3.0,-0.8,3.6,-8,-1

# New compounds follow
SMILES,Wnt act,phage Ecoli inh,Tat transport,PvdQ acylase,PfHsp90 yeast 2,AddAB inh,CAL PDZ FP,Ecoli viability,Rtt109 HAT inh,DAGLB inhibitor
Cn1c(=O)c2c(ncn2CC(O)CNc2ccc(F)cc2)n(C)c1=O (stereo not drawn),-1,1.8,-1,-18,9,1.0,0.1,2.4,-6,1
O=C(COC(=O)c1ccc2c(c1)C(=O)N(c1cccc3ncccc13)C2=O)c1ccc(Cl)cc1,-39,4.7,2,6,10,1.3,-2.3,0.1,.,-1
C=CCn1c(=N)n(CC(=O)OCC)c2ccccc21,.,-0.9,15,-4,.,1.8,-0.1,-1.6,-2,3
COc1cccc(NC2CC(=O)N(CCc3ccccc3)C2=O)c1 (stereo not drawn),-1,0.0,-5,-7,13,5.0,-0.4,1.3,-4,-2
Cc1ccc(NC(=O)COC(=O)CC2SC(N3CCCC3)=NC2=O)cc1 (stereo not drawn),-1,2.5,3,-16,-16,2.3,-1.0,-0.2,-3,1
CC(=O)C[C@H](O)CC(=O)[C@H]1OC(=O)CC/C=C\Cc2ccccc21,-4,-1.4,-6,13,-6,1.3,-0.1,2.1,4,-4
O=C(Nc1c2c(nn1-c1ccccc1)CS(=O)(=O)C2)c1cc2ccccc2o1,1,-0.9,-7,2,5,1.6,-1.8,-1.2,3,-2
O=C(CNC(=O)c1ccco1)Nc1ccc(F)c(Cl)c1,0,-1.2,4,-4,16,.,35,.,6,1
CCN(C(=O)COC(=O)c1ccc(=O)n(Cc2ccccc2)n1)C1CCS(=O)(=O)C1 (stereo not drawn),1,0.1,-1,-5,31,.,-2.7,.,-2,2
COc1cc(OC)cc(C(=O)NCC(=O)N2CCN(Cc3ccccc3)CC2)c1,5,1.9,-5,-11,-23,2.4,-2.0,0.9,2,1
CCCOC(=O)Nc1cc(OC)ccc1[N+](=O)[O-],-1,2.9,-6,5,24,2.1,-4.6,-1.4,8,-3
Cc1cccc(C)c1NC(=O)CNC(=O)c1ccccc1,-1,0.1,-3,-9,-4,-0.3,-0.2,-1.1,10,1
CC(C)OP(=O)(c1ccc(N(C)C)cc1)C(O)c1ccc(Br)cc1 (stereo not drawn),-3,1.1,2,-10,4,-0.4,-1.3,-0.5,1,2
CC(Sc1nc(C2CC2)n(-c2ccccc2)n1)C(=O)c1c(N)n(C)c(=O)n(C)c1=O (stereo not drawn),2,0.0,-7,-13,12,1.5,-3.1,-1.9,8,0
COc1ccccc1N1CCN(C(=O)c2ccc(COc3cccc4c3OC(C)(C)C4)cc2)CC1,-7,2.2,13,-16,.,4.7,0.6,-0.2,23,-2
Cc1ccc(S(=O)(=O)Nc2c3ccccc3nc(=O)n2-c2ccccc2)cc1,.,1.9,1,3,-9,-0.5,-1.3,-0.4,0,2
O=C(NCC(c1cccnc1)N1CCOCC1)c1ccc2c(c1)OCO2 (stereo not drawn),-4,3.1,-1,-22,12,-0.8,-1.2,2.8,-2,0
Cc1ccc(S(=O)(=O)n2nc(C)c(S(=O)(=O)N3CCOCC3)c2C)cc1,0,1.4,0,-10,12,3.5,0.8,-1.0,-7,3
Cc1ccccc1Nc1nc(N)nc(CSc2nnc(-c3ccccc3)n2C)n1,.,3.8,-2,-4,-11,1.3,-2.2,0.0,-2,0
COc1cc(C(=O)NCC(=O)OC(C)C(=O)Nc2ncc(Cl)cc2Cl)cc(OC)c1OC (stereo not drawn),0,2.6,4,-1,18,1.5,-1.7,2.3,2,0
O=C(O)c1ccc(N/N=C/c2c(F)cccc2Cl)cc1,6,0.7,-4,18,10,-3.1,0.1,-2.5,11,2
O=C(Nc1ccccc1)C1=C[C@H](c2ccccc2)C[C@H](OCCCCO)O1,33*,-1.4,-2,10,17,1.6,0.6,-0.9,12,1
CNC(=O)COC(=O)c1ccc([N+](=O)[O-])cc1Cl,0,4.8,8,-17,-10,4.0,-2.2,1.3,-8,0
Cc1ccc2cc3cc(C(=O)NCCCN4CCCC4=O)oc3nc2c1,0,-2.0,0,-5,-2,0.8,-2.5,-0.8,4,-1
CC(=O)Nc1cc(C(=O)OC(C(=O)c2ccccc2)c2ccccc2)ccc1C (stereo not drawn),-3,1.7,13,-8,-161,-0.5,-2.1,-1.9,2,4

# New compounds follow:
SMILES,Wnt act,phage Ecoli inh,Tat transport,PvdQ acylase,PfHsp90 yeast 2,AddAB inh,CAL PDZ FP,Ecoli viability,Rtt109 HAT inh,DAGLB inhibitor
Cc1ccc(N(CC(=O)N/N=C/c2ccc(OC3CSC3)cc2)S(=O)(=O)c2ccccc2)c(C)c1,.,2.6,-1,1,-3,-0.3,-3.3,2.1,4,-5
COc1ccc(/C=N/NC(=O)c2ccc3c(c2)NC(=O)C(C)(C)O3)cc1OC,-1,0.8,1,-7,8,3.3,-8.6,2.1,-3,0
CCOP(=O)(OCC)/C(=N/OC(=O)c1ccc(OC)cc1)C(N)=O,-2,1.4,-7,6,-8,2.6,-0.8,0.8,.,-1
COc1cc(/C=N/NC(=O)c2nc3ccccn3c2C)cc(OC)c1O,-4,0.0,-3,-11,-5,1.0,-1.6,-0.9,-1,0
Cc1cccc2c1N(CCOc1ccccc1Cl)C(=O)C2=O,.,2.8,5,-11,27,0.4,-0.6,0.2,3,5
CSCCC(NC(=O)c1cccc(C)c1)C(=O)O (stereo not drawn),-1,4.3,-4,-9,15,2.5,-1.5,0.4,-33,-2
COc1ccc2cc(S(=O)(=O)n3cnc(C)c3)ccc2c1,0,6.1,3,-10,-22,3.5,-0.8,-1.0,0,.
Cc1ccc(C)c(NC(=O)CN(C)C(=O)COc2ncnc3sccc23)c1,-4,2.0,-5,-5,-16,2.5,1.0,0.5,-2,2
COC(=O)c1nn(-c2ccccc2)c(Cl)c1/C=N/O,-1,1.1,0,-7,-62,0.5,-18,2.1,10,3
O=C(Cn1cnc2cc([N+](=O)[O-])ccc2c1=O)NCCc1ccc(F)cc1,.,5.2,-3,6,-4,5.9,-1.6,-1.5,6,-1
Cc1ccc(-c2nnc(CCC(=O)NCC3C4CC5CC(C4)CC3C5)o2)s1 (stereo not drawn),10,1.2,6,-7,-43,0.3,0.1,1.3,1,-3
Cc1nnc(NC(=O)CSc2nnc(-c3ccco3)n2C(C)C)s1,-2,-0.6,-4,-9,-3,1.4,-1.4,1.8,-2,0
Cc1ccc(S(=O)(=O)Nc2ccccc2F)cc1C(=O)OC(C)C(=O)N1CCOCC1 (stereo not drawn),1,3.1,-6,10,.,2.8,-2.4,1.9,18,-3
COC(=O)c1cccnc1NC(=S)NC1CCCCC1,-1,1.1,-14,-2,.,0.2,-1.1,-1.4,-8,-7
NCCc1ccc(O)c(O)c1,-1&1,1.3,0,-8,-3,-0.3,1.5,2.5,4,0
CCOC(=O)/C=C1\CN(Cc2cc(OC)c(OC)c(OC)c2)S(=O)(=O)c2ccc(C(F)(F)F)cc21,-5,-1.1,3,-4,14,0.8,0.1,-0.1,9,-2
CCCc1n(CC(O)COCC2CC=CCC2)c2ccccc2[n+]1C (stereo not drawn),-1,1.8,0,2,-28,4.5,-1.3,1.1,-12,-1
O=C(Nc1ncccc1O)c1ccc(S(=O)(=O)N2CCCCCC2)cc1,21,4.0,-1,-2,4,4.4,-2.5,0.6,-2,1
Cc1nc2cc(C(=O)OCC(=O)NC(C)C(C)C)ccc2n1-c1ccccc1 (stereo not drawn),-17,1.5,-6,-7,-37,0.1,-2.3,0.8,-3,1

# Fetched by compound from the list above (2):
SMILES,Wnt act,phage Ecoli inh,Tat transport,PvdQ acylase,PfHsp90 yeast 2,AddAB inh,CAL PDZ FP,Ecoli viability,Rtt109 HAT inh,DAGLB inhibitor
Cc1nc2cc(C(=O)OCC(=O)NC(C)C(C)C)ccc2n1-c1ccccc1 (stereo not drawn),-17,1.5,-6,-7,-37,0.1,-2.3,0.8,-3,1
Cc1ccc(N(CC(=O)N/N=C/c2ccc(OC3CSC3)cc2)S(=O)(=O)c2ccccc2)c(C)c1,.,2.6,-1,1,-3,-0.3,-3.3,2.1,4,-5
